Assay outcomes (PubChem BioAssay)
L929 necroptosis = L929 zVAD cell death inhibition | L929 zVAD necroptosis rescue, ATP luminescence, 24 h; with zVAD 60 µM | viability rescue, % at 10 µM | 220,000 compounds, 0.38% hits | AID 1377;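 active = activation, scaled between plate controls, above about 75%, limit read from the data; inactive = activation under that limit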;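 also: 0% = zVAD with DMSO and 100% = DMSO alone without zVAD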
Cl transport mod = modulators of human KCC2 chloride dependent transport. 190,000 compounds, 2.2% hits. KCC2 cells, thallium flux FluoZin-2 fluorescence. B-score of Tl+ flux slope (higher = more flux/activation; lower = inhibition) at 10 µM;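 active = thallium flux slope and its plate-corrected score both differing from the plate sample mean at a set confidence after two filtering rounds, in either direction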;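 also: slope of fluorescence scaled to starting intensity during 10 to 20 s after thallium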
Rad51 HR inh = blocks human Rad51 in homologous recombination | Q06609 | hRad51 DNA strand exchange, fluorescence dequenching | inhibition, % at 10 µM | 200,000 compounds, 0.085% hits;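 active = inhibition above 40% at the single screening dose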;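 also: 0% = DMSO control wells and 100% = blanks with heterologous ssDNA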
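System: human Rad51 nucleoprotein filaments preassembled on unlabelled ssDNA. Reagent: labelled 47-mer dsDNA for strand exchange. Schedule: 30-min compound preincubation and 15-min exchange, both room temperature. Measured by: FRET fluorescence dequenching, excitation 485 nm, emission 520 nm. Read-out: Fluorescence-based percent inhibition, control- and blank-normalised. Benchmarks: plate controls and plate blanks.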
EBV gp42 inh = blocks Epstein-Barr virus glycoprotein 42 binding. 220,000 compounds, 0.42% hits. Fluorescence polarization binding assay, mP read-out. Q1HVG2. AID 1085. inhibition, % (tested at 21.74 µM); in the data active = inhibition above about 50%
eIF4E 4G PPI = inhibitors of eIF4E and eIF4G interaction in translation initiation | P63073+Q04637 | TR-FRET eIF4E-eIF4GI(517-606) binding, 2 h | inhibition, % at 21.7 µM | 220,000 compounds, 0.37% hits;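 active = inhibition above about 30%, limit read from the data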;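 also: 0% = full FRET control wells and 100% = background wells lacking eIF4GI fragment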
TNF necrop inh = blocks TNF-alpha induced death of Jurkat FADD-/- cells; Jurkat FADD-/- TNF necroptosis rescue, ATP luminescence, 24 h; 0 = TNF only, 100 = no-TNF cells; activation (protection from cell death), % at 10 µM; 220,000 compounds, 0.068% hits;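 active = activation, meaning protection from cell death, of at least 50% relative to plate controls; inactive = activation below 50%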;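 also: necroptosis triggered by 40 ng/mL TNF-alpha added together with compound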
m-calpain inh = blocks pig calpain II enzyme activity; inhibition, % at 16 µM; purified calpain II, fluorogenic peptide substrate, 30 min; 220,000 compounds, 0.37% hits;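 active = inhibition above about 50%, limit read from the data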
PERK inhibitor = inhibitors of human PERK kinase; CHO PERK-DD fusion, SEAP luminescence translation reporter; inhibition, % at 5.6 µM; 220,000 compounds, 0.17% hits;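 active = inhibition above the mean inhibition of all tested compounds plus 3 SD, set separately per screening campaign, cut at about 2.9% in these data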;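 also: PERK kinase domain activated by AP20187 dimerizer at 100 nM; 0% = DMSO with dimerizer and 100% = rapamycin at 8.4 µM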
MDM2 E3 inh = inhibitors of human Mdm2 E3 ubiquitin ligase; signal enhancement, % at 5 µM; 210,000 compounds, 0.11% hits; cell-based MDM2 ubiquitination luciferase reporter, 2 h; 0 = plate control, 100 = twice control, blank-subtracted;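 active = signal enhancement of 30% or more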;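 also: luminescence tracks abundance of the self-degrading MDM2-luciferase fusion protein; higher signal means inhibition of MDM2 E3 ligase activity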
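Test system: stable mammalian line carrying autodegrading MDM2–luciferase fusion reporter; quantity: 2000 cells in each well; times: 4 h cell settling then 2 h compound exposure, 37 °C; detection: luminescence with SteadyLite reagent, 15 min at room temperature; evaluation: percent signal gain over controls, blank-subtracted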
* hit, by the source's call; i = inactive; · = no result given; [ ] = remark or other dose.

SMILES	L929 necroptosis	Cl transport mod	Rad51 HR inh	EBV gp42 inh	eIF4E 4G PPI	TNF necrop inh	m-calpain inh	PERK inhibitor	MDM2 E3 inh
Cc1cccn2c(=O)c3cc(C#N)c(=NC(=O)c4cccs4)n(CCCOC(C)C)c3nc12	1.0	-0.13	i	-4	-3	-19	-264	-0.8	-9
COc1ccc(/C=C(\C#N)C(=O)NCc2cccs2)cc1OC	0.5	-0.61	1	-4	11[fluorescence artefact?]	2.2	-4	-1.0	15
C=CCn1c(COc2ccccc2)nnc1SCc1ccc(C#N)cc1	-0.3	-0.5	-1	-13	-7	-0.9	-11	-0.5	-3
COC(=O)NNC(=O)COc1cc(C)c(Br)cc1C(C)C	0.4	-0.007	·	-7	2	0.4	-2	0.7	-8
COc1ccccc1OCc1ccc(C(=O)NCC2CCCO2)o1 (stereo unspecified)	0.4	0.57	7	-20	-13[fluorescence artefact?]	-0.9	-43	-0.7	-15
COC(=O)C1=C(C)N(Cc2ccccc2)C(=O)N[C@H]1c1cccc(C(F)(F)F)c1	-0.5	-1.2	6	-4	0	-2.4	21	·	11
Nc1nnc(SCC(=O)Nc2ccccc2N2CCOCC2)s1	-0.3	-0.45	·	-10	5	-1.7	-11	0.2	-2
COc1cc(/C=C/c2ccc(O)cc2)cc(OC)c1	·	0.21	-6	2	8	·	17	0.6	·
O=C(CSC1CC(=O)N(CC(c2ccccc2)c2ccccc2)C1=O)Nc1ccc(Cl)cc1 (stereo unspecified)	-0.2	0.71	0	-10	5	-4.7	19	-0.3	-8
CN(C)S(=O)(=O)c1cccc(NC(=O)COC(=O)/C=C/c2ccc(Br)o2)c1	1.0	-1.5	-3	-3	6	1.3	2	0.7	-6
O=c1cnn([C@@H]2O[C@H](CO)[C@@H](O)[C@H]2O)c(=O)[nH]1	-0.4	0.6	-13	-3	94*	-5.5	10	1.4	·
O=C(Cc1ccc(-n2c(=O)[nH]c3ccsc3c2=O)cc1)NCc1cccnc1	0.6	0.32	-3	-7	-2	1.5	-3	0.8	-17
O=C(CSc1nnc(CSc2nc3ccccc3s2)o1)NC1CCCCC1	1.7	-3	6	-24	-2	0.3	10	-0.8	-8
Cc1ccccc1NS(=O)(=O)c1ccc(NC(=O)CSCc2ccc(Br)cc2)cc1	2.0	·	-2	10	18	1.1	15	0.2	-8
CC(C)N1CCC(N2CCN(Cc3ccc(Oc4ncccn4)cc3)CC2CCO)CC1 (stereo unspecified)	2.3	0.71	-13	-13	-3	2.0	2	1.0	-3
O=C1CC(c2c(F)cccc2Cl)C(n2cncn2)C(O)=C1C1NCCc2ccccc21 (stereo unspecified)	0.7	0.69	5	-3	3	0.4	1	0.7	-5
NCC12CC3CC(C1)CC(CN)(C3)C2	-0.7	·	-4	-29	10	0.2	-6	0.8	-6
COc1cccc(NC(=O)CN(C)C(=O)c2ccc3ccccc3c2)c1	0.0	-0.46	3	-15	0	2.5	-17	0.7	-13
CC(=O)Nc1nnc(SCC(=O)NCCOc2ccccc2)s1	1.2	·	2	-29	-4[fluorescence artefact?]	-0.3	-13	0.1	-9
CCCCN(C(=O)CNC(=O)c1cccs1)C(C(=O)NC1CCCCC1)c1cccnc1 (stereo unspecified)	-0.2	0.73	2	1	-3	-1.2	-1	1.1	6
O=C(c1ccco1)N1CCN(c2ncnc3c2[nH]c2ccccc23)CC1	0.1	·	·	-6	0	-4.7	-30	-1.4	-11
CN(CC1COc2ccccc2O1)C(=S)Nc1ccccc1 (stereo unspecified)	0.1	-0.74	-6	·	·	-2.1	·	-0.7	·
Cn1c(OCc2cccnc2)nc2c1c(=O)n(Cc1ccc(Br)cc1)c(=O)n2C	0.6	-2	-5	-22	-2[fluorescence artefact?]	-9.1	6	-0.6	·
CN(CCNC(=O)C1CCN(S(=O)(=O)N2CCOCC2)CC1)CCc1ccccc1	0.4	·	6	3	3	0.4	-29	-0.8	-15
Fc1ccccc1/C=N/n1c(-c2cccnc2)n[nH]c1=S	2.3	-0.29	5	-11	11	4.6	6	-0.4	-11
COC(=O)c1ccc(CN2CCN(CCC(C)C)C(CCO)C2)cc1 (stereo unspecified)	1.3	0.74	5	-12	-4	0.7	-13	0.2	-7
S=C(NCc1ccco1)N/N=C/c1cccnc1	0.6	0.61	20	0	-2	1.8	15	-0.4	-3
COc1cccc(NC(=O)c2nnn(Cc3ccc(Br)cc3F)c2N)c1	-1.3	0.45	2	9	2[fluorescence artefact?]	2.8	-32	0.4	-2
Cc1ccc(C)c(CN2C(=O)COc3ccc(C(=O)c4ccccc4C(=O)O)cc32)c1	0.9	·	5	7	9	-0.3	28	-0.6	-22
C=CC#CC1(O)CC(C)[N+](C)(C)CC1C (stereo unspecified)	1.2	0.74	4	-21	4	1.3	-8	0.4	-10
COCc1c(C(=O)Nc2nc(C)cs2)oc2ccccc12	1.1	-0.14	9	0	8	-1.3	12	-0.3	-5
Cc1cc(-c2ccccc2)n(-c2ccc(C(N)=O)cc2)n1	0.9	1.5	-6	-4	6[fluorescence artefact?]	-0.4	-2	0.1	-8
COc1ccc(C(=O)NCc2nnc(SCC(=O)Nc3ccccc3F)o2)cc1	2.2	0.1	4	-11	-2	0.7	1	0.7	-13
CCOc1cc(/C=N/n2nnnc2N)ccc1OCc1c(C)no[n+]1[O-]	0.5	-0.16	26	-7	-9	-1.9	-14	1.0	-2
O=S(=O)(c1ccc(NC(=S)NCc2ccco2)cc1)N1CCCCC1	5.8	-0.12	-6	-8	0	2.3	21	0.9	-5
CCOC(=O)c1c(-c2ccccc2)csc1NC(=S)NC	0.9	36*	1	1	-1	0.5	2	0.2	-13
Nn1c(SC/C=C/c2ccccc2)nnc1-c1ccco1	-0.2	-0.0018	·	5	0	-1.0	-6	0.0	-3
CCOC(=O)Cc1csc(NC(=O)CSc2ncnc3c2cnn3-c2ccccc2Cl)n1	0.1	-2.8	24	-5	2	-1.6	5	-0.7	1
COC(=O)c1cccc(Cn2nnc3ccccc3c2=O)c1	-0.4	0.27	-3	-23	2	-0.1	9	-1.3	-5
O=C(C[n+]1cc(-c2ccccc2)n2c1CCCCC2)c1ccc(Cl)cc1	0.7	-0.48	-4	12	0	2.5	23	-0.7	-17
COc1ccccc1NC(=O)c1ccc(CN(c2cc(Cl)ccc2C)S(=O)(=O)c2ccccc2)cc1	0.4	·	-5	15	-8	0.4	-177	1.2	-14
CCOc1nc(NC(=O)NS(=O)(=O)Oc2cccc(Cl)c2)nc(-c2ccccc2)n1	·	2.1	·	2	-3	2.3	12	0.6	-8
COc1ccc(OC)c(NC(=O)CSc2nnnn2C)c1	1.7	-0.3	12	5	2	0.1	-8	0.0	6
C[C@@H](C(=O)Nc1ccccc1N1CCOCC1)N1C(=O)C2CC=CCC2C1=O (stereo partly specified)	0.3	-0.7	-5	-17	5	-0.1	-21	-1.7	5
COc1ccc(NC(=S)N(CCCN2CCOCC2)C(C)c2cc3ccccc3o2)cc1 (stereo unspecified)	-1.5	1.7	-13	-7	0	0.2	-6	-0.2	-10
C=CCn1c(-c2csc3ccccc23)n[nH]c1=S	0.1	0.0012	-8	-26	2	-0.3	16	0.8	-4
O=C(CCN1C(=O)c2ccccc2C1=O)NC(=S)Nc1cccc(Cl)c1	0.0	1.9	6	2	-5	-2.1	15	0.4	-3
CCOC(=O)C1=C(c2ccccc2)N=C2SCC(=O)N2C1c1ccc2c(c1)OCO2 (stereo unspecified)	-0.4	-1.1	-10	-24	0	-0.8	-150	0.2	-11
CC(=O)N1CCOCCOCCOCC1	1.4	-1.3	-2	-8	4	1.1	0	1.8	-10
COCCNC(=O)CSc1nc2cc(OC)c(OC)cc2c(=O)n1CCC1=CCCCC1	0.0	1.5	-1	-14	4	2.9	-40	-1.4	-20

Additional compounds follow:
SMILES	L929 necroptosis	Cl transport mod	Rad51 HR inh	EBV gp42 inh	eIF4E 4G PPI	TNF necrop inh	m-calpain inh	PERK inhibitor	MDM2 E3 inh
CN(C(=O)CS(=O)(=O)c1cccc(Cl)c1)c1ccccc1	-0.1	0.18	21	10	1	7.8	10	0.4	-18
CS(=O)(=O)Nc1ccc(C2=NN(S(=O)(=O)c3ccccc3)C(c3cccs3)C2)cc1 (stereo unspecified)	-1.0	-0.4	15	-2	0	-0.2	-24	1.3	-9
CC(C)(C)C(=O)Nc1nnc(SCC(=O)NCc2ccco2)s1	0.7	0.48	7	-17	3	0.2	-1	0.1	-14
CCCCCCCCN1C(=O)C(O)=C(C(C)=O)C1c1ccccn1 (stereo unspecified)	0.7	-0.68	-2	-17	2	-1.8	-7	0.8	·
COC(=O)c1c(-c2c(Cl)cccc2Cl)noc1NC(=O)NN1CCOCC1	-0.8	-0.48	11	8	6	-5.3	-6	0.3	3
CC(C)C[C@H](NC(=O)c1[nH]cnc1C(=O)N[C@H](C)c1ccccc1)C(=O)OCc1ccccc1	0.3	0.44	-5	0	2	2.7	25	0.2	·
OC1(CNCc2ccccc2)C2CC3CC(C2)CC1C3 (stereo unspecified)	0.6	1.2	4	-11	1	13	17	-1.4	-15
Cc1ccc(CCCOC(=O)CN2CCCCC2)cc1	0.0	-0.019	-5	-5	3	0.6	4	0.6	-20
Cc1nn(Cc2ccc(F)cc2)c(C)c1NC(=O)c1cc(-c2ccc3c(c2)OCO3)on1	1.6	1.2	1	-23	-29	-0.8	-76	0.4	-20
CN1C(=O)C2ON(c3ccccc3)C(c3cccs3)C2C1=O (stereo unspecified)	0.4	0.63	0	-5	-5[fluorescence artefact?]	-0.8	-27	0.6	-5

Complete entries from above. Values in the order: L929 necroptosis, Cl transport mod, Rad51 HR inh, EBV gp42 inh, eIF4E 4G PPI, TNF necrop inh, m-calpain inh, PERK inhibitor, MDM2 E3 inh
CN1C(=O)C2ON(c3ccccc3)C(c3cccs3)C2C1=O (stereo unspecified) is listed as 0.4, 0.63, 0, -5, -5[fluorescence artefact?], -0.8, -27, 0.6, -5
Cc1nn(Cc2ccc(F)cc2)c(C)c1NC(=O)c1cc(-c2ccc3c(c2)OCO3)on1 is listed as 1.6, 1.2, 1, -23, -29, -0.8, -76, 0.4, -20
Cc1ccc(CCCOC(=O)CN2CCCCC2)cc1 is listed as 0.0, -0.019, -5, -5, 3, 0.6, 4, 0.6, -20

The results go on:
SMILES	L929 necroptosis	Cl transport mod	Rad51 HR inh	EBV gp42 inh	eIF4E 4G PPI	TNF necrop inh	m-calpain inh	PERK inhibitor	MDM2 E3 inh
O=C(O)c1cccc(NS(=O)(=O)c2ccc3c(c2)OCCCO3)c1	0.8	1.5	2	-4	-1	1.0	11	1.3	-14
COc1cccc(CC(=O)Nc2cc(S(=O)(=O)N3CCOCC3)ccc2N2CCOCC2)c1	-1.7	0.81	-3	-6	0	1.2	14	0.1	-4
O=C(CCCN1C(=O)c2cccc3cccc(c23)C1=O)N1CCN(c2ccccc2O)CC1	-0.3	-0.15	11	9	8[fluorescence artefact?]	-1.2	-5	-0.7	-9
CCOC(=O)Cc1csc(NC(=O)CSc2nnnn2-c2ccc(C)c(C)c2)n1	2.0	-1.9	3	-6	6[fluorescence artefact?]	-0.9	5	-0.2	·
c1cc(Nc2cccc3nccnc23)c2nccnc2c1	5.6	·	-3	-18	-3	-10	7	-0.3	-10
COc1cccc(NC(=O)Nc2cc(C(=O)O)ccc2C)c1	2.7	0.62	-1	-20	3	0.5	-48	1.3	13
